Hsp70 act: Hsp70 transcriptional activation, primary screen; HeLa Hsp70 promoter luciferase reporter, luminescence; scaled: vehicle 0, proteasome-inhibitor control 100%; activation, % at 10 µM; actives 0.04% (n = 200,000); AID 1203;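 active means activation above the mean across all tested compounds plus 3 SD, cutoff set per campaign, cut at about 5.5% in these data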;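 further: 100% = MG132 at 30 µM as the positive control and 0% = DMSO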
PMI act satM6P: activators of human phosphomannose isomerase at near-saturating mannose 6-phosphate | AID 1216 | actives 0.34% (n = 190,000) | P34949 | activation factor at 20 µM | coupled PMI enzyme assay, resazurin fluorescence, 20 min; hits give high values; 1 = untreated enzyme, 0 = substrate-free blank;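 active means activation factor of 2 or more at 20 µM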
Target sequence (P34949 whole entry, looked up): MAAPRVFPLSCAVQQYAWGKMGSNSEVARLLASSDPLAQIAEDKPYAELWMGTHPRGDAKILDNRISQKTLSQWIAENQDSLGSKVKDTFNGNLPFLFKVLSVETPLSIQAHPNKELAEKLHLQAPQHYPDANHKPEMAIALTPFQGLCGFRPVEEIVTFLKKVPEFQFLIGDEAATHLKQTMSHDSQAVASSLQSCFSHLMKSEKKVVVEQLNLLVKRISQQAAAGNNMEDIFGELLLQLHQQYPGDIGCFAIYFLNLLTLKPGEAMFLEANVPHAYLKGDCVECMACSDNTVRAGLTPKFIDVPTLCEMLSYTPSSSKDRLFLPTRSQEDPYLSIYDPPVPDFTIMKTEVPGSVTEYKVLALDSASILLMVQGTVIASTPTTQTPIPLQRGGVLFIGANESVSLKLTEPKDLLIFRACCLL
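Test system: human PMI in coupled enzyme assay; Input: PMI at 15 ng/mL final; Medium: HEPES buffer, pH 7.4; Schedule: 20 min incubation at room temperature; Technique: resorufin fluorescence at Ex 544/Em 590 nm; Compound: 20 µM single dose; Probe or stimulus: Near-saturating mannose-6-phosphate, 1.0 mM.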
L major viab: reduces viability of Leishmania major promastigotes | resazurin fluorescence viability | inhibition, % at 10 µM | actives 9% (n = 200,000) | AID 1063;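 further: promastigotes grown with compound for 44 hours at 28 °C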
PMI activator: phosphomannose isomerase (human) activation | actives 0.005% (n = 190,000) | AID 1214 | purified human PMI, coupled resazurin fluorescence, 20 min; hits give high values; 1 = vehicle control, 0 substrate-free wells | P34949 | activation factor at 20 µM;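 active means activation factor of 2 or more at 20 µM, relative to plate controls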
Redox H2O2 prof: compounds producing H2O2 with reducing agent – biochemical, NIH compound library profiling, artefact control for MLSCN library redox annotation, primary screen; DTT-dependent redox cycling H2O2, phenol red/HRP absorbance; 100% = 100 µM peroxide control, 0% = buffer; activation, % at 10 µM; actives 0.03% (n = 200,000); AID 878;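 active means activation of at least 50% relative to the plate's high and low controls in the primary single-dose screen; inactive means activation below 50%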;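 further: compound incubated with DTT at 0.8 mM final as the reducing agent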
Diaphorase act: activates diaphorase or chemically reduces, flagging diaphorase assay artifacts; Diaphorase/resazurin coupled assay, resorufin fluorescence, 16 min; hits give high values; 1 = vehicle wells, 0 = NADH-free wells; activation factor at 20 µM; actives 0.005% (n = 190,000); AID 1229;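 active means diaphorase activity raised at least twofold by the compound at 20 µM; inactive means activation factor below 2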
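System – purified diaphorase enzyme from Clostridium kluyveri · Input – enzyme 0.07 U/mL final · Also added – final NADH 0.114 mM, resazurin 0.1 mM · Measured by – fluorescence of resorufin, 544 nm excitation, 590 nm emission · Timing – 16 min enzyme reaction, ambient temperature · Measure – resorufin increase flagging diaphorase activators or reducers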
RAM network inh: blocks the yeast RAM network | actives 1.8% (n = 190,000) | S. cerevisiae dse1pr::URA3 reporter, 5-FOA growth OD615, 2 d; analog-sensitive cbk1-as2 kinase mutant strain | inhibition, % at 50 µM;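 active means inhibition above a set limit, 3 SD over mean compound inhibition, cut at about 8.4% in these data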;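 further: 0% = DMSO-only wells with no growth and 100% = 10 µM 1-NA-PP1 full growth; inhibition rescues growth on 5-FOA so higher OD means more RAM inhibition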
S1P3 antag: S1P3 (human) receptor antagonism; Q99500; CHO S1P3 NFAT-BLA reporter, FRET fluorescence, antagonist mode; inhibition, % at 4.98 µM; actives 0.27% (n = 170,000); AID 485;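 active means inhibition above the plate cutoff, the mean inhibition of test wells on that plate plus 3 SD, cut at about 28% in these data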;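 further: cells challenged with S1P at its EC80 of 0.8 µM; blue over green emission ratio from cleaved BLA substrate after 4 h stimulation; 0% = S1P-stimulated wells and 100% = unstimulated DMSO-only wells; some compounds past the cut are filed as inactive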
Target sequence (Q99500 whole entry, looked up): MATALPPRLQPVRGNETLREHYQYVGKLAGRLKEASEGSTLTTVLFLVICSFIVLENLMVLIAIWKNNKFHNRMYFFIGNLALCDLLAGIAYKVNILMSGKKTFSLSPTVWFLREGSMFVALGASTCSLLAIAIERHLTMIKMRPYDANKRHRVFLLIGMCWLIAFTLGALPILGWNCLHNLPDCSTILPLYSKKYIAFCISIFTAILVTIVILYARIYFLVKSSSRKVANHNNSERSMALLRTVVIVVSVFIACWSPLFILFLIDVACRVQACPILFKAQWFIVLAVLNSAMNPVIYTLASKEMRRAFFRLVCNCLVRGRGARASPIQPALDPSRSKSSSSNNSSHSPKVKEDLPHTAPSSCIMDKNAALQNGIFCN
G6PDH counter: L. mesenteroides G6PDH inhibition counter-screen; Purified L. mesenteroides G6PDH, diaphorase/resazurin coupled fluorescence, 45 min; inhibition, % at 5 µM; actives 0.12% (n = 200,000); AID 1020
TLR4-MyD88 BLA: blocks binding of human TLR4 to MyD88 | O00206+Q99836 | HeLa CL3-4 TLR4/MyD88 BLA complementation, FRET ratio | inhibition, % at 8.4 µM | actives 0.18% (n = 200,000) | AID 861; in the data active means inhibition above about 25%;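 further: 0% = vehicle and 100% = reference inhibitor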
Diaphorase inh: counter-screen for diaphorase-based assays: diaphorase inhibitors and chemical oxidizers; diaphorase resazurin-to-resorufin fluorescence, NADH, 16 min; bacterial (C. kluyveri) enzyme, not human; actives 0.69% (n = 190,000); AID 1217; inhibition, % at 20 µM;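 active means primary screen inhibition at 20 µM above a set limit, cut at about 50% in these data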;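 further: plate controls were DMSO with full reaction for no effect and wells lacking NADH for full effect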
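Benchmarks: positive control wells lacking NADH, neutral wells with DMSO only. System: bacterial diaphorase enzyme (C. kluyveri). Input: 0.14 U/mL diaphorase, enzyme working solution. Detection: resorufin fluorescence, excitation 544 nm, emission 590 nm. Times: 16-min room-temperature incubation before reading.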
Numbers without * were called inactive; . = not tested or not shown; & = joins results of further samples. Unless noted, no stated cut-off is given here; in the data, active means inhibition above about 50%; inactive means the rest.

SMILES	Hsp70 act	PMI act satM6P	L major viab	PMI activator	Redox H2O2 prof	Diaphorase act	RAM network inh	S1P3 antag	G6PDH counter	TLR4-MyD88 BLA	Diaphorase inh
COc1ccc(-n2c(=O)c3c4c(sc3n(CC(=O)Nc3cc(C)[nH]n3)c2=O)CCC4)c(OC)c1	0.1	0.9	-1	0.9	0.1	0.6	0.9	14	8	0	36
CC1(C)Oc2ccc(C(=O)N3CCCC3)cc2N(CC(=O)NCc2ccccc2)C1=O	-0.2	1.1	-5	1.1	0.1	1	-0.8	-4	3	1	0
O=C1C2C3C=CC(C3)C2C(=O)N1c1ccc(N2CCN(c3ccccn3)CC2)c([N+](=O)[O-])c1 (stereo not drawn)	-0.3	1	76*	1	-1.3	0.9	-0.2	6	2	4	13
COc1ccc(N2C(S)=C(C#N)C(=O)NC23CCCCC3)cc1	-0.1	1	11	1.1	-0.7	0.8	0.9	-5	1	9	16
Cc1ccc(NC(=O)c2cnccn2)c(OC(F)F)c1	0.0	0.9	-5	0.9	0.5	0.9	-0.1	-2	-14	4	10
COc1ccccc1/C=C(/NC(=O)c1ccc(Cl)cc1Cl)C(=O)O	-0.2	1.1	-5	1.2	-0.2	1.1	2.4	-1	-3	-7	-9
CCC(C)NC(=O)C1c2cc(OC)c(OC)cc2C(=O)N(C)C1c1ccc(OC)cc1 (stereo not drawn)	-0.4	1.1	4	1.2	2.3	1	0.0	.	9	-3	4
CCCCNC(=O)C1CCN(S(=O)(=O)N2CCCCCC2)CC1	-0.3	1	-1	1.1	0.0	0.9	1.1	3	-1	-6	8
CC1(C)Cc2c(c(N3CCCC3)nc3sc4c(N5CCN(CCO)CC5)ncnc4c23)CO1	-0.5	1.2	74*	1.2	-0.5	0.9	1.6	.	1	6	13
O=C1CN(C(=O)COc2ccc(Br)cc2)c2ccccc2N1	0.0	0.9	-4	0.9	0.0	0.8	4.4	-14	15	-3	17
S=C(c1c[nH]c2ccccc12)N1CCOCC1	-0.4	0.9	-10	0.7	-1.7	0.9	-0.8	-7	14	8	14
O=C(Cc1ccc(Br)cc1)NCCc1ccc(Cl)cc1Cl	-0.2	0.9	-5	0.9	0.2	0.9	2.0	1	-16	-7	10
Cc1cc(C)c(NC(=O)/C(C#N)=C/c2ccc(OCc3ccc(F)cc3)cc2)c(C)c1	-0.2	1	50	0.9	1.1	0.9	3.3	-18	-20	-3	8
Cc1cccc(NC(=O)C2(C)CC3c4ccccc4C2c2ccccc23)c1C (stereo not drawn)	-0.4	1.1	71*	1	0.3	1	1.6	-1	0	11	0
CCOc1ccc(C(C)NC(=S)NCc2ccc(Cl)cc2)cc1 (stereo not drawn)	-0.1	1	6	0.9	-0.4	1	2.7	-9	9	-1	1
O=c1[nH]c(CSc2ccccn2)nc2c1oc1ccccc12	-0.3	1	-7	1	0.5	1	1.2	-2	0	1	-2
O=C(N/N=C/c1ccc(O)cc1)c1csc2c1CCCC2	-0.1	1	-2	1	0.5	1.1	2.4	10	1	-17	-5
CCCOc1ccccc1NC(=O)c1ccc([N+](=O)[O-])cc1	-0.4	0.9	4	0.9	5.2	0.8	2.1	5	5	-7	15
Cc1nnc(NC(=O)CSc2nnc(Cc3cccn3C)n2CCc2ccccc2)s1	-0.3	1	-4	1	-2.2	0.9	1.6	12	2	3	12
O=C(CCc1nc2ccccc2[nH]1)Nc1ccc2c(c1)OCO2	-0.5	0.8	1	0.8	0.9	0.8	0.4	-31	-8	-1	16
O=C(NC(Cc1c[nH]c2ccccc12)C(=O)OCC(=O)c1cccc2ccccc12)c1cccs1 (stereo not drawn)	-0.2	0.9	-1	0.8	0.8	0.9	6.2	-9	-19	0	11
CC1CCc2c(C(=O)Oc3cccc(-n4cnnn4)c3)csc2C1 (stereo not drawn)	-0.1	0.8	7	0.8	-2.9	0.7	4.7	.	-8	-4	34
C=CCn1c(N)c(C(=O)Nc2ccc(C)c(C)c2)c2nc3ccccc3nc21	0.2	0.6	-3	0.8	5.2	0.9	6.5	.	9	8	14
CCN(C(=O)COC(=O)CNC(=O)c1ccc2ccccc2c1)C1CCS(=O)(=O)C1 (stereo not drawn)	0.5	1	9	1	-2.0	0.9	1.8	-15	14	-20	6
CCCCN(CC)S(=O)(=O)c1ccc(C(=O)N(CCCN(C)C)c2nc3cc(C)cc(C)c3s2)cc1	-0.4	1	100*	0.9	-0.5	1.2	-1.1	9	-1	-5	-24
CCOC(=O)C1CCN(C(=O)CNS(=O)(=O)c2ccc(Br)s2)CC1	-0.2	1.1	-2	1	-0.9	0.9	0.5	-11	-5	-10	8
Cc1cc([N+](=O)[O-])cc2c1NC(=O)C2(O)N1CCCCCC1 (stereo not drawn)	-0.3	0.8	0	0.9	-0.1	0.8	1.2	-12	-9	12	18
COC(=O)CN1C(c2ccccc2O)Nc2ccc(Br)cc2C1c1ccccc1 (stereo not drawn)	-0.3	1	10	0.9	0.1	0.9	-0.5	-27	0	3	7
CCNC(=S)NNC(=O)c1csc2c1CCC(C)C2 (stereo not drawn)	0.0	1.1	-3	1.1	15	1.1	-0.7	.	2	11	-6
O=C(Nc1ccc(-n2nncc2-c2ccco2)cc1)c1cccc(F)c1	-0.5	0.8	11	0.8	-0.1	0.8	4.8	.	3	-6	19
Cc1csc(SCC(=O)N2CCN(S(=O)(=O)c3ccc(Cl)cc3)CC2)n1	-0.1	0.9	2	0.9	-0.2	0.8	4.2	-13	3	1	24
COc1ccc(Cl)cc1NC(=O)CN(c1ccccc1)S(=O)(=O)N(C)C	-0.1	0.9	100*	0.8	1.7	0.7	4.7	0	6	-3	25
COC(=O)c1ccc(OCC(O)Cn2nnc3ccccc32)cc1 (stereo not drawn)	1.0	1	-2	1.1	3.6	0.9	2.2	4	-2	-13	11
CC(=O)c1cccc(NC(=O)Cn2cc3c(n2)CCCC3)c1	-0.2	0.9	-10	0.9	-3.0	0.9	3.2	-11	4	2	13
CN(CCC#N)C(=O)CSc1nnc(-c2ccco2)n1N	-0.2	1.1	-7	1.1	-1.0	0.9	3.5	1	7	9	8
Cc1ccc(C(C)C)c(OCC(=O)NN=C2CCCC2)c1	0.1	1	-6	1	0.3	1	1.5	-29	0	0	4
Cc1cc(C(=O)NC(CC(C)C)C(=O)O)cc(C)c1[N+](=O)[O-] (stereo not drawn)	-0.1	0.9	17	0.9	0.2	0.9	0.8	6	19	7	11
O=C1c2ccccc2NC(c2ccc([N+](=O)[O-])cc2)N1O (stereo not drawn)	-0.1	1.2	-4	1	-2.1	0.9	-1.4	3	11	-8	10
CC12CC(O)C3c4ccc(O)cc4CCC3C1CCC2=O (stereo not drawn)	-0.2	1	-4	1	6.7	0.9	0.7	-5	8	-14	6
CN(C)CC(C)(C)CNS(=O)(=O)c1ccc(Cl)c(Cl)c1	-0.4&-0.3	1.1&1	80*	1&1	-0.9&-0.1	0.9&1.1	2.5&0.7	-31	2&10	3&7	5&-6
CCOC(=O)/C(=N\NC(=O)c1ccccc1)c1ccccc1	0.0	0.9	-3	0.9	0.0	0.9	-0.4	.	5	-9	5
CCOc1cc(CO)c(Br)cc1OCC(=O)O	-0.3	1.1	-3	1	0.4	1	-0.1	.	5	-16	-4
O=C(CN1CCC(n2nnc3cc(F)ccc32)CC1)N1CCCc2ccccc21	0.1	1	9	1	0.3	0.8	1.1	4	-3	3	23
COc1ccc(C(=O)CSc2nnc(CNc3ccc(C)cc3C)n2Cc2ccco2)cc1	-0.3	0.9	42	0.9	-1.5	0.7	4.4	-8	6	-10	29
COc1ccc(Cc2c(O)nc(SCC(=O)N3CCCCCC3)[nH]c2=O)cc1	-0.1	1	1	1	1.3	0.9	6.7	.	3	10	6
Cc1cccc(N(CC(=O)NC2CCCC2)C(=O)CCCC(=O)Nc2ccccn2)c1	-0.1	1.1	-5	1	0.2	0.9	2.4	0	10	0	10
O=C(O)CCC(=O)N1CCc2cc(S(=O)(=O)N3CC=C(c4ccccc4)CC3)ccc21	-0.3	0.9	-12	0.9	-2.8	0.8	7.5	-33	13	-6	25
NC(=O)C1CCN(C(=O)CCC(=O)c2ccc(Br)cc2)CC1	-0.3	0.9	1	1	-1.5	0.8	1.4	2	0	-1	18
CC(C)CCNC(=O)NC(=O)COC(=O)c1cc(S(=O)(=O)N2CCOCC2)ccc1N1CCCCC1	-0.4	1	-1	0.8	0.2	0.8	4.5	.	13	1	23
CCOC(=O)N1CCN(c2ccc(C(F)(F)F)cn2)CC1	-0.4	1	13	1	0.2	0.9	2.0	-1	4	5	5
O=C(N/C(=C/c1cccc([N+](=O)[O-])c1)C(=O)N1CCCCC1)c1cccs1	0.0	0.9	90*	0.8	1.8	0.9	5.7	-5	3	7	10
Cn1c(=O)cc(OCCCC(=O)NCc2ccco2)c2ccccc21	0.1	0.9	-2	0.8	2.0	0.9	2.4	-17	-6	-2	13
Nc1nc2c(s1)COc1ccccc1-2	0.1	0.9	-4	0.9	-0.1	0.9	1.0	-23	12	16	9
CC1Cc2nc(SCC(=O)N3CCc4ccccc43)n(C)c(=O)c2S1 (stereo not drawn)	-0.5	1	5	0.9	3.2	0.9	3.0	-34	3	5	15
COc1ccc(NC(=O)c2c(C(F)(F)F)nn(C)c2Cl)cc1	-0.3	1	-2	1	-0.1	0.9	-0.9	1	14	10	13
CC(C)CN1CCN(Cc2cccc3cccnc23)CC1CCO (stereo not drawn)	-0.4	1	3	0.9	0.3	0.9	0.5	-9	-4	5	10

Not a retest: entries from further up.
SMILES	Hsp70 act	PMI act satM6P	L major viab	PMI activator	Redox H2O2 prof	Diaphorase act	RAM network inh	S1P3 antag	G6PDH counter	TLR4-MyD88 BLA	Diaphorase inh
COc1ccc(NC(=O)c2c(C(F)(F)F)nn(C)c2Cl)cc1	-0.3	1	-2	1	-0.1	0.9	-0.9	1	14	10	13
CC(C)CN1CCN(Cc2cccc3cccnc23)CC1CCO (stereo not drawn)	-0.4	1	3	0.9	0.3	0.9	0.5	-9	-4	5	10
